Screens from PubChem.
TNAP inh no acc – inhibitors of human TNAP without phosphate acceptor. P05186. purified TNAP, CDP-star luminescence, 30 min. inhibition, % at 20 µM. actives 0.26% (n = 200,000). AID 1012;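 active = tissue-nonspecific alkaline phosphatase inhibition above about 50% at 20 µM in the single-dose screen, limit read from the data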;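 note: 0% = DMSO negative control and 100% = EDTA positive control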
Target sequence (P05186 whole entry, looked up): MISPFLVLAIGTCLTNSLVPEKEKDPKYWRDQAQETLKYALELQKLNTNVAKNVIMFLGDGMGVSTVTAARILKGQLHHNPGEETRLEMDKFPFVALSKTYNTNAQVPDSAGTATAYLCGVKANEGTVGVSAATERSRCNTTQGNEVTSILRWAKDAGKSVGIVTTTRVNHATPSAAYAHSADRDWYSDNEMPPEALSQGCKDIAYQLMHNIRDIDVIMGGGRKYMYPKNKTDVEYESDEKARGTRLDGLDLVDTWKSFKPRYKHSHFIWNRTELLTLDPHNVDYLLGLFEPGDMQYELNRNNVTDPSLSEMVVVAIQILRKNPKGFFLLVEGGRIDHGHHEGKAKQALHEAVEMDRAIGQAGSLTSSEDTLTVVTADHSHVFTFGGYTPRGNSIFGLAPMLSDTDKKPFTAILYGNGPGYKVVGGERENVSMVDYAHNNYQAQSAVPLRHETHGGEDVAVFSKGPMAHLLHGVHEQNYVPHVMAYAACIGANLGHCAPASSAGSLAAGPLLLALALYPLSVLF
Lmaj promast – reduces viability of Leishmania major promastigotes. inhibition, % at 10 µM. AID 1063. actives 9% (n = 200,000). resazurin fluorescence viability; in the data active = inhibition above about 50%;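 note: promastigotes grown with compound for 44 hours at 28 °C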
PMI act – phosphomannose isomerase (human) activation; actives 0.005% (n = 190,000); purified human PMI, coupled resazurin fluorescence, 20 min; hits give high values; 1 = vehicle control, 0 substrate-free wells; P34949; activation factor at 20 µM;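 active = activation factor of 2 or more at 20 µM, relative to plate controls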
Target sequence (P34949 whole entry, looked up): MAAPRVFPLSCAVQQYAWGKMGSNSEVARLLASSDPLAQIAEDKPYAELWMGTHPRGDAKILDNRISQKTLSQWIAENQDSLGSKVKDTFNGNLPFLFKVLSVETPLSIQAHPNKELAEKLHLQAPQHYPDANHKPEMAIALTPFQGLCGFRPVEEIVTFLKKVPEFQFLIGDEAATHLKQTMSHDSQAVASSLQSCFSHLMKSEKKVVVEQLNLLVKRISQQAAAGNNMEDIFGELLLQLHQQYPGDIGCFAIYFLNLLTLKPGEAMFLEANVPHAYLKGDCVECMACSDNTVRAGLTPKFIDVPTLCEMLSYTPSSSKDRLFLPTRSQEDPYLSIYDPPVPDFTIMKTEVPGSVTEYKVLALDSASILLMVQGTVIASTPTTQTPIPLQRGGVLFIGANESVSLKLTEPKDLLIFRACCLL
PMI act hi M6P – PMI (human) activation, high substrate. activation factor at 20 µM. P34949. actives 0.34% (n = 190,000). coupled PMI enzyme assay, resazurin fluorescence, 20 min; hits give high values; 1 = untreated enzyme, 0 = substrate-free blank;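 active = activation factor of 2 or more at 20 µM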
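Material: human phosphomannose isomerase with PGI, G6PDH, diaphorase coupling enzymes. Quantity: 15 ng/mL PMI. Medium: HEPES pH 7.4 buffer with MgCl2 and Tween-20. Reagent: Near-saturating mannose-6-phosphate, 1.0 mM. Compound: 20 µM single dose. Times: enzyme reaction with compound 20 min at room temperature. Detection: resorufin fluorescence at Ex 544/Em 590 nm.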
Hsp70 activator – transcriptional activators of Hsp70; actives 0.04% (n = 200,000); AID 1203; activation, % at 10 µM; HeLa Hsp70 promoter luciferase reporter, luminescence; scaled: vehicle 0, proteasome-inhibitor control 100%;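 active = activation above the mean across all tested compounds plus 3 SD, cutoff set per campaign, cut at about 5.5% in these data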;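 note: 100% = MG132 at 30 µM as the positive control and 0% = DMSO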
RAM network inh – inhibitors of the yeast RAM network; actives 1.8% (n = 190,000); AID 868; S. cerevisiae dse1pr::URA3 reporter, 5-FOA growth OD615, 2 d; analog-sensitive cbk1-as2 kinase mutant strain; inhibition, % at 50 µM;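 active = inhibition above a set limit, 3 SD over mean compound inhibition, cut at about 8.4% in these data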;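 note: 0% = DMSO-only wells with no growth and 100% = 10 µM 1-NA-PP1 full growth; inhibition rescues growth on 5-FOA so higher OD means more RAM inhibition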
Redox H2O2 prof – compounds producing H2O2 with reducing agent – biochemical, NIH compound library profiling, artefact control for MLSCN library redox annotation, primary screen | activation, % at 10 µM | actives 0.03% (n = 200,000) | DTT-dependent redox cycling H2O2, phenol red/HRP absorbance; 100% = 100 µM peroxide control, 0% = buffer | AID 878;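 active = activation of at least 50% relative to the plate's high and low controls in the primary single-dose screen; inactive = activation below 50%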;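 note: compound incubated with DTT at 0.8 mM final as the reducing agent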
TNAP inh hi DEA – inhibitors of human TNAP at high phosphate acceptor concentration; purified TNAP, CDP-star luminescence, 1 M DEA; actives 0.03% (n = 200,000); P05186; AID 1135; inhibition, % at 20 µM;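 active = over 50% inhibition of tissue-nonspecific alkaline phosphatase at 20 µM in the single-dose screen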;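 note: plate controls were DMSO wells for no effect and EDTA-quenched wells as full inhibition for full effect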
S1P3 antag – blocks the human S1P3 receptor | Q99500 | CHO S1P3 NFAT-BLA reporter, FRET fluorescence, antagonist mode | inhibition, % at 4.98 µM | actives 0.27% (n = 170,000);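 active = inhibition above the plate cutoff, the mean inhibition of test wells on that plate plus 3 SD, cut at about 28% in these data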;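 note: cells challenged with S1P at its EC80 of 0.8 µM; blue over green emission ratio from cleaved BLA substrate after 4 h stimulation; 0% = S1P-stimulated wells and 100% = unstimulated DMSO-only wells; some compounds past the cut are filed as inactive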
Efa HMGR inh – blocks class II HMG-CoA reductase of Enterococcus faecalis; AID 1066; purified E. faecalis HMGR, NADPH absorbance 340 nm kinetic; actives 0.41% (n = 190,000); inhibition, % at 10 µM;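 active = inhibition above a set limit, the median over all tested compounds plus 3 SD, cut at about 9.5% in these data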;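 note: enzyme runs in reverse so mevalonate oxidation gives rising NADPH absorbance; 0% = complete reaction with DMSO and 100% = background rate lacking mevalonate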
* marks the source's active call; other numbers are inactive results; nt = not tested or not shown.

entry	structure	TNAP inh no acc	Lmaj promast	PMI act	PMI act hi M6P	Hsp70 activator	RAM network inh	Redox H2O2 prof	TNAP inh hi DEA	S1P3 antag	Efa HMGR inh
1	CCC(Sc1nc2n[nH]c(C)c2c(=N)n1-c1cccc(Cl)c1C)C(=O)N(CC)CC (stereo unspecified)	-14	17	1	0.9	-0.2	5.8	2.0	-4	nt	-6
2	Cc1ccc(-c2nc3ccccn3c2NCc2ccc3c(c2)OCO3)cc1	-21	41	1	1	-0.1	-1.6	2.6	8	nt	-2
3	O=C(CCN1C(=O)/C(=C\c2cccs2)SC1=S)Nc1nccs1	-1	-6	0.8	0.9	0.3	5.1	0.0	6	0	4
4	CN(C)/C=N/c1c(C#N)cnn1-c1ccc(C(F)(F)F)cn1	-8	0	0.9	1	0.0	0.5	0.2	-6	-1	-6
5	Nc1ccc(S(=O)(=O)NC(=O)c2ccccc2)cc1	-5	-8	1.1	1.1	-0.2	0.6	-0.3	2	-21	-10
6	CCOc1ccc(N(C(C)C(=O)NCc2ccco2)S(C)(=O)=O)cc1 (stereo unspecified)	-11	-6	1	1	0.0	-0.9	0.2	1	nt	-2
7	CCOc1ccc(Nc2nc(Cc3nnc(SCC(=O)NCC4CCCO4)n3C)cs2)cc1 (stereo unspecified)	5	-11	1.1	1	-0.1	0.0	2.8	-2	-11	-1
8	Cn1c(=O)[nH]c(=O)c2c1nc(N1CCN(Cc3ccccc3)CC1)n2CCSc1ncccn1	-11	-1	0.9	1	-0.4	-0.1	-0.8	-6	-5	6
9	Cc1ccc(C(C(=O)NC2CCCC2)N(C(=O)CNC(=O)c2cccs2)c2cccnc2)o1 (stereo unspecified)	-2	-5	1.1	1.1	0.7	0.0	-0.1	2	nt	-2
10	CN(C)C(=O)COC(=O)c1ccccc1Sc1ccccc1C#N	-14	-7	1.1	1.1	-0.1	1.4	-1.9	-5	-3	-1
11	c1ccc(-n2nnnc2SCc2cccc(CSc3nnnn3-c3ccccc3)n2)cc1	-9	34	1	1	-0.3	8.9*	1.0	-6	nt	2
12	COc1ccc(N=C2SC(CC(=O)Nc3cccc(Cl)c3)C(=O)N2Cc2ccco2)cc1 (stereo unspecified)	-16	98*	0.8	0.8	-0.2	6.7	-0.2	-1	0	5
13	CN(CCO)c1nc(N)c2c(N)nc3c(c2c1C#N)CC(=O)N3C1CCCC1	-6	3	0.4	0.5	0.1	1.9	0.5	5	nt	-6
14	CCOc1ccc(/C=C/C(O)=C2/C(=O)NC3(C)CC2c2ccccc2O3)cc1OC (stereo unspecified)	5	27	1.2	1.1	0.8	3.2	0.2	5	10	-3
15	Fc1ccc(C[n+]2csc3ccccc32)cc1	13	4	1.2	1.7	-0.5	3.7	4.1	-1	nt	-4
16	CCCC(C(=O)NC1=NCCS1)c1ccccc1 (stereo unspecified)	-6	-3	1	1	0.4	-0.7	-0.5	-4	-15	-3
17	COc1ccccc1C(=O)NC(C)c1nc2ccccc2[nH]1 (stereo unspecified)	-10	0	1.1	1	-0.3	2.1	0.8	-8	nt	-4
18	CS(=O)(=O)c1ccc(Cl)c(NC(=O)c2ccc3ccccc3c2)c1	-6	-4	0.9	1	-0.3	1.3	0.6	2	9	2
19	CCN1C(=O)/C(=C\N(C)C)S/C1=N\S(=O)(=O)c1ccc(C)cc1	-14	2	1	1	-0.3	1.5	-0.2	-5	-29	1
20	Cc1cccc(-n2ncc3c(NCc4cccs4)ncnc32)c1	-3	97*	0.8	0.9	0.2	0.3	2.9	-3	47	1
21	CCn1c(CNc2cccc(Cl)c2)nnc1SCc1ccccc1	-12	3	0.9	0.9	-0.4	0.3	-1.2	-8	-11	-11
22	CC1(C)CC(=O)C2=C(C1)C(c1cn(-c3ccccc3)nc1-c1ccccc1)C(C#N)=C(N)O2 (stereo unspecified)	-13	79*	0.8	0.9	-0.3	3.1	0.2	-1	-1	1
23	COc1ccc(OC)c(C(c2nnnn2C2CCCC2)N2CCc3ccccc3C2)c1 (stereo unspecified)	-3	88*	0.8	0.9	-0.5	-0.1	1.2	2	22	2
24	CCCOC(=O)c1ccc(NC(=O)c2cn(CC)c3nc(C)ccc3c2=O)cc1	-3	-1	1.1	1	-0.4	0.5	0.4	-5	nt	5
25	CCc1ccc2c(c1)cc(CN(C(=S)Nc1ccccc1)C1CC1)c1nnnn12	2	2	0.9	0.9	0.8	2.1	-1.5	-4	nt	0
26	COc1ccc(C)cc1NC(=O)CSc1nnc(COc2ccccc2)n1Cc1ccco1	-1	10	0.9	1	-0.3	9.5*	-0.8	2	-11	2
27	Cc1nnc(SC(=O)N2c3ccccc3Sc3ccccc32)s1	-10	63*	0.8	0.9	-0.4	-0.3	-2.3	-4	21	2
28	CCOC(=O)c1sc(NC(=O)C(CC)Sc2nnc3c4ccccc4n(C(C)C)c3n2)nc1C (stereo unspecified)	-9	72*	0.9	0.9	0.1	8.6*	-0.7	-2	nt	-4
29	O=C1c2ccsc2SCCN1Cc1ccc(Cl)cc1	-10	1	1	1	-0.3	0.3	-0.2	-3	nt	-1
30	O=C(CNC(=O)c1cccc(F)c1)N/N=C/c1cc(Br)ccc1OC(=O)/C=C/c1ccco1	-6	84*	1	1.1	-0.2	2.3	0.1	-4	-10	-5
31	CS(=O)(=O)N(Cc1ccc(Cl)cc1)c1ccc(C(=O)N2CCN(c3ccccc3)CC2)cc1	0	13	0.9	1	-0.2	2.8	0.1	1	nt	-1
32	CCN(CC)CCN(Cc1cc2ccc(C)cc2[nH]c1=O)C(=O)NC1CCCCC1	-5	5	0.9	0.9	0.0	2.5	-0.8	-7	-3	0
33	CC(C)c1ccc(CNC(=O)C(=O)NCC2CCCO2)cc1 (stereo unspecified)	2	0	1	1	-0.3	0.6	0.0	0	-13	-2
34	C=CCn1c(COc2cccc3ccc(C)nc23)nnc1SCC(N)=O	-12	0	0.8	0.9	-0.2	0.0	1.7	-2	-20	-3
35	O=C(Oc1ccc(N(Cc2cccs2)C2=NS(=O)(=O)c3ccccc32)cc1)c1ccccc1Cl	-2	6	0.9	0.9	-0.1	3.7	0.7	0	nt	-4
36	O=C(c1ccc(=O)oc1)N1CCOCC1	-11	-1	0.9	0.9	-0.7	0.9	-0.6	-3	nt	-4
37	CN(C)S(=O)(=O)c1cccc(NC(=O)COC(=O)C2(c3ccccc3F)CCCC2)c1	-6	29	0.8	0.9	-0.2	15*	-0.1	-3	-6	-4
38	CCN1CCN(C(=O)Cn2cnc3sc(C)c(S(=O)(=O)N4CCN(c5ncccn5)CC4)c3c2=O)CC1	-12	3	1	1.1	-0.1	1.5	-1.0	-4	-17	-1
39	Cc1ccc(Nc2nc(N)nc(CN3CCN(Cc4ccc5c(c4)OCO5)CC3)n2)cc1Cl	-6	70*	1.1	0.9	-0.3	-0.7	-0.3	-9	-10	-9
40	COc1ccc(C2C(C(=O)c3sc(C)nc3C)=C(O)C(=O)N2CCCn2ccnc2)cc1OC (stereo unspecified)	-1	-2	1.1	1	-0.1	1.1	3.3	-4	nt	2
41	C=CCNCCOc1ccc(C(C)(C)c2ccccc2)cc1	-6	98*	1	1.1	-0.3	1.1	-0.3	0	10	0
42	CCN(C(=O)COc1ccccc1)c1nnc(-c2cccnc2)s1	-4	-2	1.1	1	-0.2	-0.3	0.3	-4	nt	0
43	COc1ccc2nc(NC(=O)CSc3nnnn3C3CCCCC3)sc2c1	0	4	0.9	0.9	-0.5	6.3	2.3	6	-27	-8
44	CCOC(=O)c1cccc(NC(=O)CN(c2ccc(C)cc2)S(=O)(=O)c2c(C)n[nH]c2C)c1	-4	8	0.9	0.9	-0.3	3.9	-1.0	-3	-5	-5
45	O=C(NNC(=O)C1COc2ccccc2O1)c1cccc([N+](=O)[O-])c1 (stereo unspecified)	-62	2	0.9	0.9	-0.3	-0.2	-0.2	-3	-2	3
46	Cc1c(Br)c([N+](=O)[O-])nn1CC(=O)Nc1ccccn1	-6	-2	0.9	1	0.2	0.4	-0.9	-3	14	3
47	COc1ccccc1NC(=O)N1CCCC1C(=O)NCc1ccc2c(c1)OCO2 (stereo unspecified)	9	1	1	0.9	-0.4	-0.5	0.1	-5	nt	1
48	COCCCNC(c1ccccc1)c1ccncc1 (stereo unspecified)	-13	-8	1.1	1	0.1	-0.7	1.4	-8	12	0
49	CCn1c2ccccc2c2cc(NC(=O)COc3ccc(OC)cc3)ccc21	-9	1	0.9	0.9	1.5	4.6	0.7	-3	nt	-1
50	O=C(NC(=S)NCC1CCCO1)c1ccc(Br)o1 (stereo unspecified)	-7	-3	1	1	0.1	-1.1	-0.4	-6	-11	0
51	CCCCCc1nc(N)c(C#N)c(-c2ccco2)c1CCCC	-6	5	1	1	-0.1	7.7	1.0	-2	nt	-3
52	CCOc1cccc(NC(=O)C2CC(=O)NC(=Nc3ccccc3)S2)c1 (stereo unspecified)	8	28	0.9	1	0.1	4.9	-3.1	-4	nt	-1
53	O=C(O)CS(=O)(=O)CC(=O)O	-1	-4	1.1	1	-0.4	1.7	2.8	-7	-28	-1
54	CC#CCCCC(=O)Nc1cccc(C(=O)O)c1	0	-3	1.1	1.1	-0.2	2.9	-6.7	-5	-31	-2
55	CCN(CC)CCN(C(=O)c1cccc(N2C(=O)CCC2=O)c1)c1nc2cc3c(cc2s1)OCO3	5	2	1.1	1.1	0.4	2.5	-1.0	4	-4	-8
56	CC1(C)C(=O)Nc2ccccc2N1C(=O)COc1ccc(S(=O)(=O)N2CCOCC2)cc1Cl	-14	-2	0.9	0.9	-0.4	0.9	1.8	-8	-49	-3
57	Cc1ccc(-c2n[nH]c(=S)n2/N=C/c2cccn2C)cc1	13	4	1	1	-0.3	1.8	2.0	-4	nt	4
58	COc1cc2c(cc1C=O)OC(C)C2 (stereo unspecified)	-13	-2	1.1	1	-0.5	0.9	-0.4	-1	-4	-3
59	CC(=O)Nc1ccc(NC(=O)CSc2nc3ccccc3o2)cc1	-10	3	1	1.1	-0.1	0.2	0.1	-3	-10	-6
60	CC(NC(=O)c1ccc(Br)cc1)c1ccc2c(c1)CCCC2 (stereo unspecified)	0	-7	0.9	1	-0.3	3.9	1.0	-1	3	2
61	Cc1cc(C)c2c(N)c(C(=O)NC3CC3)sc2n1	-10	0	1.2	1.6	-0.1	1.3	0.0	-2	nt	-9
62	CC(C)(CNS(C)(=O)=O)SCc1ccc(Cl)cc1	-14	0	1.1	1.1	0.5	-0.7	-0.3	-6	-6	7
63	COc1ccc(/C=C(\C#N)C(=O)ONC2=NCCCCC2)cc1	4	-4	1	0.9	-0.2	-1.2	-1.9	-2	-13	-2
